From PubChem BioAssay
Rv3671c protease: Rv3671c (M. tuberculosis) protease inhibition | P9WHR9 | AID 2606 | hit rate 0.048% among 320,000 | inhibition, % at 5.96 µM; in the data active = inhibition above about 38%;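 also: extracellular domain of Rv3671c used as enzyme; 0% = enzyme with DMSO and 100% = no enzyme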
Target sequence (P9WHR9 whole entry, looked up, the tested form may be a part): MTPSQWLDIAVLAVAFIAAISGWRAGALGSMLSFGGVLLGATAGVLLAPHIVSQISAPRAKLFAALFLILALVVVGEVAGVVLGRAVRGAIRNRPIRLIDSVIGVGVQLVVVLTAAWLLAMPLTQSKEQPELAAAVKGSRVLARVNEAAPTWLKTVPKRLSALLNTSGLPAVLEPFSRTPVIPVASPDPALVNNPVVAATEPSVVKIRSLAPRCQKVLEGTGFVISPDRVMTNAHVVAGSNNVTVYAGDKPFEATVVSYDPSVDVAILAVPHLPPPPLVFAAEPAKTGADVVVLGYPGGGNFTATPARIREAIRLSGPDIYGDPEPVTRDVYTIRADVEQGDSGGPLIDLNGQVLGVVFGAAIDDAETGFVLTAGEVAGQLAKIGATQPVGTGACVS
DUSP3 inh: DUSP3 (human) phosphatase inhibition; P51452; recombinant VHR phosphatase, pNPP absorbance; inhibition, % at 13.3 µM; hit rate 0.52% among 290,000; in the data active = inhibition above about 50%; also: some compounds called inactive have numbers as strong as hits
Target sequence (P51452 whole entry, looked up): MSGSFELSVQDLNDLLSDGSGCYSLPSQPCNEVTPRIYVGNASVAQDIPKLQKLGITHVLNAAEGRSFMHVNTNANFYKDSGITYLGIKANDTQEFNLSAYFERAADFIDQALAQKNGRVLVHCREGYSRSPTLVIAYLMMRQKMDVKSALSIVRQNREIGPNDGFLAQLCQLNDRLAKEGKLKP
Vc quorum ag: induces V. cholerae light production without autoinducers | V. cholerae BH1578 lux reporter, luminescence, 6 h | activation, % at 18.7 µM | hit rate 0.16% among 350,000; in the data active = activation mostly above about 9.7%, no sharp cut-off; also: not every result past the cut was called active; inactives centre near 0; reference of the scale not given here
BioA inh: inhibitors of Mycobacterium tuberculosis BioA enzyme | inhibition, % at 9.99 µM | purified M. tuberculosis BioA enzyme, plate reader | hit rate 0.096% among 360,000 | AID 602481; in the data active = inhibition above about 40%
3CLpro inhibitor: SARS-CoV 3CLpro protease inhibition | P0C6X7 | inhibition, % at 6 µM | hit rate 0.14% among 290,000 | recombinant SARS-CoV 3CLpro, quenched FRET peptide cleavage | AID 1706; in the data active = inhibition above about 12%
GDH-TPI counter: counter-screen for M. tuberculosis FBA inhibitors: GDH-TPI coupled enzymes; inhibition, % at 4.8 µM; GDH-TPI coupled enzyme counterscreen, NADH absorbance; AID 588335; hit rate 1.2% among 360,000; in the data active = inhibition above about 30%;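 also: 0% = DMSO wells and 100% = wells lacking the enzyme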
Mtb FBA inh: inhibitors of M. tuberculosis fructose-bisphosphate aldolase | P9WQA3 | purified M. tuberculosis FBA, fluorescence read-out | inhibition, % at 1 µM | hit rate 2.3% among 360,000 | AID 588726; in the data active = inhibition above about 27%;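 also: 0% = vehicle and 100% = reference inhibitor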
MazF activator: increases E. coli MazEF RNase cleavage of RNA. activation, % at 20 µM. AID 504720. FAM/BHQ RNA-DNA oligo cleavage fluorescence, 5 h. hit rate 0.32% among 350,000; in the data active = activation above about 50%
SSB-PriA inh: K. pneumoniae PriA-SSBct interaction inhibition; inhibition, % at 33 µM; hit rate 0.6% among 430,000; AlphaScreen SSBct-PriA binding, biotinylated peptide; in the data active = inhibition mostly above about 37%, no sharp cut-off; inactive = mostly below about 20%;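 also: plate controls were negative control peptide for no effect and reference peptide for full effect; strong numbers were not always called active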
Mtb UGM inh: blocks M. tuberculosis UGM enzyme. inhibition, % at 10 µM. purified UGM, fluorescence polarization probe displacement. hit rate 0.06% among 320,000; in the data active = inhibition above about 10%, passing the limit was not always enough
Target sequence (P9WIQ1 whole entry, looked up): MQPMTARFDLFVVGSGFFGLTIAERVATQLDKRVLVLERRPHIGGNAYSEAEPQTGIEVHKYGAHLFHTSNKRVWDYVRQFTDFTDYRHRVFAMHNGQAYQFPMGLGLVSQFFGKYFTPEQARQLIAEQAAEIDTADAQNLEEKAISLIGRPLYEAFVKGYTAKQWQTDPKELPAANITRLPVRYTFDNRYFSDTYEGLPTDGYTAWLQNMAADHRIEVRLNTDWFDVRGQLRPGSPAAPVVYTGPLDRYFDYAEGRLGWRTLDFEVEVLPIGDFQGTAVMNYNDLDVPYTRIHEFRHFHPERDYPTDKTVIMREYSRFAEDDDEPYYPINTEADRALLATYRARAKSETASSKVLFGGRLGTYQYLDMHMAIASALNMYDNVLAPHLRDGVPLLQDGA
Active calls of the source: *; i = inactive; . = no result given. These rows are one share of the data. The share of hits here may be higher or lower than overall.

SMILES	Rv3671c protease	DUSP3 inh	Vc quorum ag	BioA inh	3CLpro inhibitor	GDH-TPI counter	Mtb FBA inh	MazF activator	SSB-PriA inh	Mtb UGM inh
COc1ccc(C(=O)Nc2cc3c(cc2C#N)OCO3)cc1S(=O)(=O)N1CCN(C)CC1	-4	12	-0.9	-1.0	-1	8	3	4	-10	-1.3
COC(=O)c1ccccc1NC(=O)c1ccc(COc2ccc(C)c(C)c2)o1	-5	9	i	-1.7	-2	5	0	2	-16	-0.8
COc1cccc(CN(Cc2cccnc2)S(=O)(=O)c2ccc(-n3cnnn3)c(C)c2)c1OC	-1	0	i	7.4	0	7	3	1	-5	-0.8
COc1ccc(C(=O)NC2CCCCCC2)cc1S(=O)(=O)Nc1ccc(Br)cc1	1	6	0.1	.	-2	10	0	-5	5	-1.7
CC(C)[C@H](NC(=O)c1ccccc1F)C(=O)OCC(=O)NC(=O)NC1CCCCC1	-3	.	i	1.1	.	-5	-1	1	8	5.6
Cc1c([N+](=O)[O-])c([N+](=O)[O-])nn1CC(=O)N1CCCCC1	8	-2	i	0.1	0	10	3	3	2	-0.7
COc1ccc(OC)c(NC(=O)c2ccccc2SC)c1	-9	-2	i	-1.1	-1	13	-1	9	-1	1.1
CCOc1cccc(CN2CCN(Cc3ccc(C)o3)C(CCO)C2)c1O (centres undefined)	7	-14	-0.4	-1.5	1	-5	-5	-4	-5	-1.5
CCCCCn1c(=O)[nH]c2cc(C(=O)NCCCN3CCCCC3CC)ccc2c1=O (centres undefined)	-2	30	-0.3	-5.7	2	1	4	25	-20	-0.5
CC(=O)NCCc1ccc(S(=O)(=O)Nc2ccc(NC(=O)c3ccc(F)cc3)cc2)cc1	-3	26	-6.9	-1.4	1	19	-3	27	4	6.1
CC(C)[C@H](NC(=O)c1ccccc1)C(=O)OCC(=O)N1CCCc2ccccc21	-4	3	-0.1	.	-1	11	-4	3	-2	-1.2
Cc1cc(C(=O)NCCCn2ccnc2)sc1-c1ccccc1	4	8	0.2	.	0	10	14	-2	14	-4.4
Fc1cccc(-c2oncc2-c2nnnn2-c2ccc(Cl)cc2)c1	-5	5	-0.3	.	1	-4	1	-5	-31	-2.3
Cc1ccc(CN2CC(C(=O)NC(c3nc4ccccc4[nH]3)C(C)C)CC2=O)cc1 (centres undefined)	-6	.	-2.6	-0.8	.	6	-1	-4	-18	-1.9
Nc1c(-c2ccccc2)nc(Cl)nc1-c1ccccc1	-1	15	i	-0.7	1	12	43*	7	-19	0.8
O=C(COC(=O)c1ccc(Br)o1)Nc1nc2c(F)c(F)c(F)cc2s1	-61	23	0.4	0.1	0	18	6	-9	-13	-1.8
COc1cc(OC)c(C(=O)Nc2cc(Cl)ccc2-n2cncn2)cc1OC	-8	.	-0.7	-1.5	.	1	1	8	9	-2.0
Cc1ccc(CNC(=O)N[C@@H](Cc2ccccc2)C(=O)O)cc1	-9	36	-0.3	-3.8	5	-1	0	3	10	-0.5
Cc1nnnn1CC(=O)Nc1cccc([N+](=O)[O-])c1	-5	22	2.8	.	-7	-4	2	-1	3	4.5
CC1(C)CC(=O)C=C(NCc2cccc(C(F)(F)F)c2)C1	3	8	-0.9	.	5	-6	3	7	0	-1.7
CCc1cc2c3c(c(=O)oc2cc1OCC(=O)OC)CCCC3	-2	11	i	1.3	-1	7	54*	0	-17	-0.5
Cc1ccc(C(O)c2ncc(-c3cccc(C(F)(F)F)c3)[nH]2)cc1 (centres undefined)	.	.	-0.5	0.9	.	5	1	.	.	.
CCOC(=O)Cc1csc(NC(=O)Cc2ccc(Br)cc2)n1	9	9	0.7	.	2	5	1	4	-8	-0.9
O=C(O)c1ccc(NCc2cccnc2)c([N+](=O)[O-])c1	-2	-3	-0.5	-1.3	6	5	-3	-3	-3	-0.4
Cc1ccc(OCCSc2nnc(-c3ccncc3)n2C)cc1	-2	36	0.9	-0.1	0	-18	-3	19	0	0.3
Cc1onc(-c2c(Cl)cccc2Cl)c1C(=O)N1CCCCC1	-6	7	-0.3	-2.9	-7	-8	0	-3	-9	2.6
Cn1c(=O)[nH]c(=O)c2cc(C(=O)c3cc(F)ccc3O)cnc21	-4	17	-1.6	.	0	3	6	-3	-2	1.8
CC(=O)N1CCOCCOCCN(C(C)=O)CCOCCOCC1	-7	38	0.5	.	-4	-3	5	3	-10	-1.2
CCC(=O)Nc1c2c(nn1-c1ccc(OC)cc1)CSC2	-17	3	0.7	-2.5	-3	-7	-1	8	-4	0.4
COC(=O)c1cn(C)c2ccc(S(=O)(=O)N3CCCC3)cc2c1=O	4	.	i	.	1	3	-1	6	-13	0.1
CCN1CCN(C(=O)CN(CC)S(=O)(=O)c2ccc3ccccc3c2)CC1	-3	11	-0.6	-0.9	-5	8	0	5	-4	0.5
O=S(=O)(c1cccs1)N1CCN(CCOc2ccc(Cl)cc2)CC1	-4	.	i	.	.	1	-3	0	9	2.2
CC1=NN(c2ccc(C)cc2)C(=O)/C1=C\c1ccc(Br)s1	-118	4	-0.3	.	6	1	-1	8	9	-1.2
CN1/C(=C/C(=O)COC(=O)CN2C(=O)C3CC=CCC3C2=O)C(C)(C)c2ccccc21 (centres undefined)	.	.	i	0.0	.	30	6	-6	-14	.
COc1cccc(Nc2nc3ccccc3n3nnnc23)c1	-4	37	i	-1.5	2	16	-6	18	-11	-2.0
C/C(=N\Nc1cc(Cl)nc(C)n1)c1ccccc1	9	26	-0.4	3.0	-3	-5	-5	2	.	-1.4
O=C(N/N=C/C1C(c2ccccc2)C1(Cl)Cl)c1cccc(Cl)c1 (centres undefined)	-4	-5	i	-5.1	2	7	-1	16	.	-0.8
O=C(Nc1nnc(CSCc2ccc(F)cc2)s1)c1ccc([N+](=O)[O-])cc1	0	-2	-0.7	-0.5	2	17	-2	0	-8	-0.5
Cc1cc(SCC(=O)NC2CCCC2)nc2ccccc12	-2	19	-0.2	1.6	-4	1	0	0	7	-1.5
Cn1c(CC(=O)Nc2ccc(F)cc2)nnc1SCC(=O)Nc1nncs1	1	26	i	-1.7	2	10	0	-201	8	-2.1
CC(=Cc1ccccc1)C=C1SC(=S)N(CCCC(=O)Nc2ccc(C(=O)O)cc2)C1=O	.	.	-0.4	7.9	.	12	-4	.	.	.
Cc1ccc2c(c1)C1CN(C)CCC1N2C(=O)/C(C#N)=C/c1ccc2c(c1)OCO2 (centres undefined)	6	5	-0.2	.	0	4	-4	11	-7	0.6
NC(=NCCc1ccccc1)NS(=O)(=O)c1cccs1	-7	18	-0.5	.	-1	-3	-1	-4	8	0.5
COCCn1c(=O)[nH]c2cc(C(=O)Nc3cccc(C(C)=O)c3)ccc2c1=O	-2	-12	0.1	-1.3	-7	-1	1	2	-5	2.3
CCCn1c2ccccc2c2cnn(CC(=O)NCCCN3CCCCC3)c(=O)c21	-2	27	i	-1.8	-3	13	18	8	-22	-0.4
COc1ccc(OC(C)C(=O)NCC2CCCO2)cc1 (centres undefined)	4	5	0.5	-1.2	1	-1	-1	10	1	-2.8
CCOc1ccc(NC(=O)C(=O)N/N=C/c2cccnc2)cc1	6	-4	i	0.6	2	5	1	-24	i	0.4
Cn1c(=O)c(C(=O)NCCO)c(O)c2ccccc21	-7	10	i	-0.2	-5	1	1	-5	0	-1.4
Cc1ccc(CCP(=O)(O)CN2CCOCC2)cn1	-4	2	1.5	-1.6	-1	1	1	-7	-6	2.8
Cc1ccc(NC(=S)c2nc3ccccc3s2)cc1	7	13	0.6	-1.1	-9	-1	-1	4	15	-1.9
CCOc1ccc(-c2ccc(SCC)nn2)cc1	7	20	0.2	-1.2	3	1	4	-2	-10	-0.9
O=S(=O)(c1ccccc1)N1CCN(Cc2ccccc2)c2ccccc21	.	.	i	-1.1	.	8	2	-3	-2	.
Cc1ccc(C(C(=O)NCc2ccco2)N(C(=O)Cc2cccs2)c2cccnc2)cc1 (centres undefined)	9	28	-0.2	.	1	-5	3	3	-7	-4.0
COc1ccccc1NS(=O)(=O)c1cccc(C(=O)N2CCCCCC2)c1	.	.	i	1.1	.	-2	2	0	-1	.
CCCCCCSC1=C(C#N)C(=O)NC2(CCCCC2)S1	-3	0	-0.2	4.2	-1	13	-6	-4	9	4.4
CC1(C)OC(=O)N(CCc2ccccc2)C1(C)O (centres undefined)	-2	17	i	-3.3	-1	-6	-1	-3	-14	-0.6
Cc1ccc(F)c(S(=O)(=O)NC(=O)C2(C)CCN2C(=O)CCc2cccs2)c1 (centres undefined)	.	.	-0.4	-1.5	.	-2	-3	.	.	.
COc1ccc(S(=O)(=O)CCC(=O)N2CCN(c3ccc(C(C)=O)cc3)CC2)cc1	7	4	-0.2	5.6	2	27	1	4	4	0.4
Cc1cnc(NC(=O)C2(c3ccccc3)CC2)s1	2	17	i	.	3	0	-2	-1	-7	-0.5
COc1ccc(C(=O)N(c2ccccc2)C2C=CS(=O)(=O)C2)cc1 (centres undefined)	-3	5	-5.9	0.3	-5	3	-1	4	-4	-0.3

Molecules above containing a Cl atom, in the order listed:
SMILES	Rv3671c protease	DUSP3 inh	Vc quorum ag	BioA inh	3CLpro inhibitor	GDH-TPI counter	Mtb FBA inh	MazF activator	SSB-PriA inh	Mtb UGM inh
Fc1cccc(-c2oncc2-c2nnnn2-c2ccc(Cl)cc2)c1	-5	5	-0.3	.	1	-4	1	-5	-31	-2.3
Nc1c(-c2ccccc2)nc(Cl)nc1-c1ccccc1	-1	15	i	-0.7	1	12	43*	7	-19	0.8
COc1cc(OC)c(C(=O)Nc2cc(Cl)ccc2-n2cncn2)cc1OC	-8	.	-0.7	-1.5	.	1	1	8	9	-2.0
Cc1onc(-c2c(Cl)cccc2Cl)c1C(=O)N1CCCCC1	-6	7	-0.3	-2.9	-7	-8	0	-3	-9	2.6
O=S(=O)(c1cccs1)N1CCN(CCOc2ccc(Cl)cc2)CC1	-4	.	i	.	.	1	-3	0	9	2.2
C/C(=N\Nc1cc(Cl)nc(C)n1)c1ccccc1	9	26	-0.4	3.0	-3	-5	-5	2	.	-1.4
O=C(N/N=C/C1C(c2ccccc2)C1(Cl)Cl)c1cccc(Cl)c1 (centres undefined)	-4	-5	i	-5.1	2	7	-1	16	.	-0.8

(more compounds)
SMILES	Rv3671c protease	DUSP3 inh	Vc quorum ag	BioA inh	3CLpro inhibitor	GDH-TPI counter	Mtb FBA inh	MazF activator	SSB-PriA inh	Mtb UGM inh
COc1cccc(OC)c1C(=O)Nc1ccccc1Sc1ccccc1	-9	.	-0.4	-1.5	.	-8	1	-6	-12	0.3
Cn1nc(C(=O)NNC(=O)c2cccc(Cl)c2)ccc1=O	6	.	-8.3	-1.4	.	17	-4	13	-6	-0.5
COC(=O)C1(C(F)(F)F)N=C2Sc3ccccc3N2C(N2CCOCC2)=N1 (centres undefined)	4	7	-0.2	-1.0	-5	4	1	9	-2	0.5
CCN(C(=O)c1cc([N+](=O)[O-])ccc1NCc1cccnc1)c1ccccc1	-3	7	1.3	2.6	1	10	3	0	2	0.4
COc1ccc(-c2nn(-c3ccccc3)cc2/C=C/C(=O)NCCCn2ccnc2)cc1OC	-9	14	-0.1	.	3	2	1	5	34	-0.4
COC1CCCN(C(=O)c2cccc(OC3CCN(S(=O)(=O)N(C)C)CC3)c2)C1 (centres undefined)	7	-6	-0.5	-2.0	5	-3	0	3	-12	1.4
N=c1c2c3c(sc2ncn1CCN1CCOCC1)CCCC3	-5	25	i	.	4	6	3	6	-20	0.0
OC(c1ccc(F)cc1)c1ncc(-c2ccc3ccccc3c2)[nH]1 (centres undefined)	.	.	i	1.9	.	13	17	.	.	.
CN(CC(=O)Nc1ccc(F)c(F)c1F)C(=O)C1(c2ccccc2)CC1	.	.	i	-0.7	.	4	-2	12	.	.
Cc1nn(C)c(Cl)c1C(=O)NCC(=O)Nc1ccc(C(C)C)cc1	7	13	i	.	2	-2	-1	14	0	3.1
O=C(N/N=C/c1ccco1)c1ccc(NC(=O)c2ccc(Cl)cc2)cc1	-10	10	-0.2	-0.3	1	2	-3	-5	.	1.9
C=C(C)c1cccc(C(C)(C)NC(=O)Nc2cc(C)ccc2OC)c1	1	10	i	-0.5	1	5	-1	3	-5	-2.5
Cc1ccc(C2=NS(=O)(=O)N(C)C(C(=O)NCc3ccc(F)cc3)=C2)cc1	-2	-14	-0.2	-0.9	-4	11	0	3	14	-3.1
